GPR7 antagonist: antagonists of human GPR7 (neuropeptides B/W receptor 1); P48145; GPR7-expressing cells, fluorescence antagonist assay; inhibition, % at 4.4 µM; actives 1.1% (n = 290,000); in the data active means inhibition above about 16%, passing the limit was not always enough;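 further: cells stimulated with the agonist NPW; 0% = agonist with vehicle and 100% = vehicle without agonist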
Target sequence (P48145 whole entry, looked up): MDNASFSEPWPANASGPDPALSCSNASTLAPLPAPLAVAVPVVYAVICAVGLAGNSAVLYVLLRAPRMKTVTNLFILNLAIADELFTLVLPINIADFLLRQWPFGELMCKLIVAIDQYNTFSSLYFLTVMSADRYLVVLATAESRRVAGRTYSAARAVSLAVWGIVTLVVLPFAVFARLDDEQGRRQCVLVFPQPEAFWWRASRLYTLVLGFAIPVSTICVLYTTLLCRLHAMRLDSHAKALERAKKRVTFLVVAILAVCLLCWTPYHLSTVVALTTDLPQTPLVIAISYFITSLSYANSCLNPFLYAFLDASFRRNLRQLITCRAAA
FID counter: displaces DNA intercalator in HCV helicase counter-screen | DNA fluorescent intercalator displacement, fluorescence | inhibition, % at 7.9 µM | actives 0.17% (n = 290,000) | AID 1845; in the data active means inhibition above about 37%;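 further: 0% = vehicle and 100% = reference compound; higher means more ethidium bromide displaced from hairpin DNA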
PHOSPHO1 block: PHOSPHO1 (human) inhibition | Q8TCT1 | recombinant PHOSPHO1, absorbance phosphatase assay | inhibition, % at 13.3 µM | AID 1565 | actives 1.1% (n = 290,000); in the data active means inhibition above about 60%
HCV NS3 hel inh: inhibitors of Hepatitis C virus NS3 helicase; actives 0.56% (n = 290,000); NS3 helicase DNA unwinding, Cy5 molecular beacon fluorescence; inhibition, % at 10.9 µM; AID 1800;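 active means inhibition above the mean of all tested compounds plus 3 SD, set per campaign, cut at about 35% in these data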;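 further: 0% = DMSO wells and 100% = thioflavine S control wells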
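Compound dosing – single dose, 10.9 µM nominal final, DMSO 0.8% final · System – NS3 helicase fragment of HCV · Buffer or medium – MOPS pH 6.5, MgCl2, DTT, Tween20, BSA · Signal – Cy5 beacon fluorescence read at start and 1 h · Also added – annealed dual-labelled DNA beacon duplex, ATP-started · Schedule – 1 h at 25 °C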
OXTR agonist: human OXTR agonism. CHO-OTR cells, Fluo-8 calcium fluorescence; normalized: DMSO 0%, oxytocin 100%. activation, % at 3 µM. actives 0.32% (n = 320,000). AID 2435;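 active means activation above the mean of all tested compounds plus 3 SD, cutoff set per screening run, cut at about 20% in these data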;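 further: peak over basal fluorescence ratio from a 100 s FLIPR kinetic read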
IMP-1 inh: blocks Pseudomonas aeruginosa IMP-1 metallo-beta-lactamase; purified IMP-1, nitrocefin hydrolysis, epi-absorbance fluorescence; inhibition, % at 5.6 µM; actives 0.45% (n = 290,000); AID 1556;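 active means inhibition above the mean plus 3 SD of all compounds in the same screening run, cut at about 4.5% in these data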;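 further: 0% = IMP-1 with DMSO and 100% = DMSO wells lacking enzyme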
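System: purified IMP-1; amount: IMP-1 0.2 nM before substrate addition; compound: single dose, 5.6 µM; times: 25 °C, 15 min preincubation, 25 min reaction; signal: Epi-absorbance via hydrolysed-nitrocefin quenching of white-plate fluorescence, 480/530 nm, EDTA stop; benchmarks: DMSO with and without IMP-1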
GalR3 antag: human GalR3 antagonism. O60755. HEK293 GalR3-CNG cAMP membrane potential fluorescence; galR3 body fused to GalR1 C-terminus. inhibition, % at 3 µM. actives 0.44% (n = 360,000). AID 651719;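 active means inhibition above the screen-wide average plus 3 SD, cut at about 13% in these data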;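 further: forskolin and galanin both at EC90 stimulate the cells; cAMP rise reported by CNG channel membrane potential dye signal; 0% = forskolin plus galanin with DMSO and 100% = forskolin alone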
Target sequence (O60755 1-299 limits assumed): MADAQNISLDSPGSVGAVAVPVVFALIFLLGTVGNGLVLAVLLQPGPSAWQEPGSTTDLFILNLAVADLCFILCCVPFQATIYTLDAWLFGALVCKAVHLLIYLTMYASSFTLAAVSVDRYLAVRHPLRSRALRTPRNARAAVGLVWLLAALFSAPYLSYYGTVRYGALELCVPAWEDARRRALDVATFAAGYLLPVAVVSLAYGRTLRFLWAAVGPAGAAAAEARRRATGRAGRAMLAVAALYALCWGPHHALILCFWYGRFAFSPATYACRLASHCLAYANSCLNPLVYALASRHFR
V1aR counter: counter-screen for oxytocin receptor agonists: human V1a receptor agonists; P37288; CHO-V1R cells, Fluo-8 calcium fluorescence, agonist mode; 0% DMSO, 100% 3 nM vasopressin; activation, % at 3 µM; actives 0.25% (n = 320,000); AID 2797;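 active means activation above the mean activation of all tested compounds plus 3 SD, per screening run, cut at about 20% in these data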;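 further: signal is peak over basal fluorescence ratio across a 100 second FLIPR read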
Target sequence (P37288 whole entry, looked up): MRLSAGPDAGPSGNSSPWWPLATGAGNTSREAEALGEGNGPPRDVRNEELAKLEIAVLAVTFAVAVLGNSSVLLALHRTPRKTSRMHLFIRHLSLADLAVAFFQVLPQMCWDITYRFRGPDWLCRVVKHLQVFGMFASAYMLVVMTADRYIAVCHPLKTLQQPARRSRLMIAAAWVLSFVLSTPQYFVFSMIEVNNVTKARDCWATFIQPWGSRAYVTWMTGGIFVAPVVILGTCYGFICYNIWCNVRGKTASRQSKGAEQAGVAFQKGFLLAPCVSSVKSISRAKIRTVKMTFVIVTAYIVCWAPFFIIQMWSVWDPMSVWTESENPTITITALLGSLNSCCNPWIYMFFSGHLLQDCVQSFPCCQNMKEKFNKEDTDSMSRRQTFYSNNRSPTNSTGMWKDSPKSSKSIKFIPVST
VIM-2 inh: blocks Pseudomonas aeruginosa VIM-2 metallo-beta-lactamase; purified VIM-2, nitrocefin hydrolysis, epi-absorbance fluorescence; inhibition, % at 5.6 µM; actives 0.89% (n = 290,000); AID 1527;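 active means inhibition above the mean of all tested compounds plus 3 SD, cutoff set per screening run, cut at about 7.5% in these data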;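 further: red hydrolysis product quenches plate fluorescence so inhibitors raise well fluorescence; 0% = enzyme with DMSO and 100% = DMSO without enzyme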
* marks the source's active call; other numbers are inactive results; . = no result given. Hits appear at their usual frequency; about 4.3% have a hit in one of these screens.

SMILES	GPR7 antagonist	FID counter	PHOSPHO1 block	HCV NS3 hel inh	OXTR agonist	IMP-1 inh	GalR3 antag	V1aR counter	VIM-2 inh
O=S(=O)(O)c1cc(OS(=O)(=O)c2ccccc2)cc2ccccc12	-10.6	-23.1	.	15.8	-0.6	0.7	-8.6	0.6	1.6
O=C(NC1CCCC1)C1CCN(C(=O)c2cccc(Cl)c2)CC1	-11.8	-13.1	36.2	-3.3	0.6	-2.0	-8.7	1.0	-1.6
Cc1cc(N2CCN(C3CCCCC3)CC2)n2nc(C)nc2n1	-1.6	-5.3	16.1	-2.1	-0.2	-5.4	0.3	0.6	-1.9
C#CCSc1nc2[nH]ncc2c(=O)[nH]1	-6.2	-4.8	22.0	-6.1	-1.1	-2.4	0.6	0.1	-2.4
COc1cc(SC)ccc1C(=O)OCC(=O)NC1CC1	4.9	-6.1	-14.2	-0.2	1.1	-4.9	-3.0	0.7	-1.7
C[C@H](NC(=O)c1nc[nH]c1C(=O)N[C@@H](CCCCNC(=O)OC(C)(C)C)C(=O)OC(C)(C)C)C(=O)OCc1ccccc1	-10.7	-58.4	-52.4	-38.8	-1.4	-3.4	0.2	-0.8	-4.1
Cc1ccc(C)c(NS(=O)(=O)c2ccccc2C)c1	-14.0	-16.6	21.8	-5.1	.	-1.1	-3.2	.	-2.3
Cc1cc(S(=O)(=O)n2cnc3ccccc32)c(C)cc1Cl	-8.0	3.7	8.0	2.1	0.6	-1.1	0.6	1.1	-4.3
CCC(C(=O)NC1CCCC1)N(C(=O)Cn1nnc(-c2ccc(C)cc2)n1)C1CCCC1 (stereo unspecified)	-10.1	-6.4	.	4.0	-1.6	-3.5	-6.5	-1.0	-2.7
C/C(=N/NC(=O)c1cccc(C)c1)c1c(O)cc(C)oc1=O	1.4	0.7	-10.8	-4.4	-1.4	-2.3	-5.7	-1.0	-2.9
Cc1nn(C)cc1CNC(=O)c1ccc(Br)o1	-1.1	0.2	7.2	0.2	-0.8	-2.5	-6.8	-0.1	-0.8
COC(=O)c1scc(C)c1S(=O)(=O)Nc1ccc(C)cc1	-10.4	-9.9	24.6	6.9	-0.8	0.6	-7.1	-0.9	-1.3
CCC(=O)NC1(Cc2ccc(O)cc2)CCCCC1	5.1	-5.0	-46.3	-5.9	1.5	-0.6	-0.8	1.1	-1.3
Cn1c(-c2ccccc2)c(/C=N/NC(=O)c2ccc(O)cc2)c2ccccc21	-12.6	-16.9	59.6	-3.2	-1.8	-2.7	2.4	-1.1	-2.8
CCOc1cc(C(=O)Nn2cnnc2)cc(OCC)c1OCC	-12.3	-14.2	-17.5	-10.7	-0.2	-2.5	-4.9	1.2	0.7
Cc1cc(S(=O)(=O)N2CCOCC2)ccc1OCC(=O)Nc1ccccc1C(F)(F)F	-17.1	-12.1	37.0	-17.0	0.9	-2.5	-9.7	0.3	-3.1
Cc1c(C(=O)N2CCc3ccccc32)oc2c1C(=O)CC(C)(C)C2	1.9	-6.6	2.1	5.1	.	-2.3	-6.3	.	-3.7
Cc1cccc(N2C(=N)SCC2=O)c1C	-9.8	0.2	-21.1	2.3	-0.9	-2.1	-2.0	0.2	-1.8
COc1ccc(Cn2ccnc2)cc1[N+](=O)[O-]	9.3	1.0	4.9	-2.2	1.8	-1.4	-4.5	0.1	-0.8
O=C(CN1C(=O)CCC1=O)Nc1nc(-c2ccc(Oc3ccccc3)cc2)cs1	-4.5	-19.1	-62.4	0.3	3.6	-2.1	2.6	3.8	-1.8
CCCCNc1nnc(SCC(=O)N2CCN(S(=O)(=O)c3ccc4ccccc4c3)CC2)s1	10.7	-37.4	23.3	-2.6	-2.5	-3.5	-1.9	0.8	0.4
CC(=O)c1nn(-c2cccc(Cl)c2)cc1C(=O)c1ccco1	-4.0	4.2	22.4	6.4	-2.1	-4.8	2.3	-0.4	-1.6
COCC(C)NC(=O)COc1ccc(Cl)cc1Cl (stereo unspecified)	2.4	-9.4	8.2	-0.6	0.6	-1.9	-3.1	-0.6	0.6
Cc1c(C(=O)Nc2ccccc2-c2ccccc2)cccc1[N+](=O)[O-]	9.6	0.2	23.4	-4.9	-0.2	-1.8	-5.5	-0.9	-0.5
Cc1ccc(CSc2nc3c(c(=O)[nH]2)C(c2ccncc2)C2=C(CCCC2=O)N3)cc1 (stereo unspecified)	-3.7	-18.1	17.5	7.6	-0.4	-1.3	-4.9	-0.4	-2.9
CN(C)/C=N/c1nc2nccc(-c3cccc(Cl)c3)n2n1	-7.4	-0.2	16.2	4.3	-2.0	-1.4	0.5	-1.4	1.2
Cc1noc(C)c1S(=O)(=O)N1CCCC(C(=O)NCC2CCCO2)C1 (stereo unspecified)	-4.1	-3.4	2.3	-1.9	0.0	-2.7	-0.4	0.3	-5.1
CCOC(=O)N1CCN(C(=O)CCCCn2c(=S)[nH]c3ccsc3c2=O)CC1	-8.2	-24.3	11.4	1.3	-1.0	-5.0	-3.8	-1.1	-6.6
CC(C)Cn1c(=O)[nH]c(=O)c2c(C(F)(F)F)cc(-c3ccccc3)nc21	1.4	-18.0	10.0	0.8	-2.1	-0.8	1.9	-1.2	6.8
CN(C)c1ccc(C(CNC(=O)c2ccccc2Br)c2c[nH]c3ccccc23)cc1 (stereo unspecified)	-1.2	-12.7	-39.3	-10.2	-1.3	-2.4	-1.6	-0.4	-2.3
CCOC(=O)CN1C(=O)C(=O)N(Cc2cccc(C)c2)C1=O	-2.6	-11.4	.	5.5	-0.7	-3.5	-6.9	-0.1	-5.8
Cc1ccc(OCCN2CCOCC2)cc1C	-17.5	-2.5	8.8	4.4	0.2	0.9	-10.6	0.5	-1.0
CC(=O)Nc1cc2ccc(OC(C)=O)cc2oc1=O	.	.	-13.3	.	-0.1	.	-2.0	0.2	.
CN1CCN(C(=O)c2ccc(C(C)(C)C)cc2)CC1	-4.3	-5.6	-20.9	-5.7	1.7	-2.1	-3.2	1.1	-0.6
CCOC(=O)c1ccc(NC(=O)Cn2nnc(-c3ccc(F)cc3)n2)cc1	0.2	2.8	35.7	-21.1	1.1	-4.1	-5.7	1.3	-2.1
CCCSc1nc(O)c(C2OC(=O)c3c2ccc(OC)c3OC)c(=O)n1-c1ccccc1 (stereo unspecified)	1.1	-33.5	4.6	7.3	1.2	-3.1	3.1	3.1	-0.9
CC(C)Cn1c(SCC(=O)c2ccc(Cl)s2)nnc1-c1ccco1	-7.0	-32.6	31.0	38.8*	-1.6	-7.6	-4.8	-0.3	-2.2
Cc1ccc(NC(=O)Cc2c(O)c3ccccc3[nH]c2=O)c(C)c1	1.3	-0.9	1.0	1.5	0.4	-1.9	-5.4	-0.4	-1.0
COc1ccc(-c2nn(-c3ccccc3)cc2N)cc1	1.1	-0.1	11.6	7.4	-1.2	-3.4	-2.7	-1.3	1.1
Cc1ccccc1Cn1cnc2c(cnn2C(C)(C)C)c1=O	-9.3	-14.3	-18.5	5.8	-1.2	-3.8	-2.8	2.6	-3.2
Cc1ccc[n+](CC(=O)/C=C2\N(C)c3ccccc3C2(C)C)c1	0.6	0.5	10.8	6.1	0.4	-0.3	-5.7	-0.4	-1.4
CCCCC(=O)NC(=S)NNC(=O)c1ccc(OC)cc1	-4.3	-2.6	46.4	-4.3	2.7	-3.9	10.6	1.9	-2.2
O=C(O)CNS(=O)(=O)c1ccc(C2CCCCC2)cc1	-19.8	-12.3	24.6	-4.9	-0.1	-2.8	-2.6	-0.3	-1.8
O=C(NC1CCCCCC1)C(Cc1ccccc1)n1cccc1 (stereo unspecified)	4.7	-15.1	3.3	-1.0	-2.5	-2.8	-1.9	-1.3	-1.7
COc1cc(C(=O)N2CCC(C(=O)Nc3cccc(C(C)=O)c3)CC2)cc(OC)c1OC	-5.9	-20.3	-11.4	4.4	0.1	-3.5	-0.1	0.1	-3.3
Cc1nc(NC(=O)c2ccccc2)sc1Cc1ccc2c(c1)OCO2	-6.3	-8.9	-2.0	-12.8	-1.0	-2.4	-4.4	0.2	-4.8
CCn1c(SCC(=O)N2CCCC2)nc2ccccc2c1=O	-7.3	-20.8	-2.9	8.2	-0.2	-2.2	-4.0	0.8	-0.3
COc1ccc(S(=O)(=O)Nc2ccccn2)c(C)c1C	-7.6	-5.8	-35.8	2.1	1.4	-5.4	-5.4	0.0	0.1
O=C(Nc1nc(-c2ccccc2)cs1)C1COc2ccccc2O1 (stereo unspecified)	3.7	-10.9	10.0	-1.2	-2.3	-2.4	2.5	0.7	-3.9
COc1ccc(N2CSC3=C(C#N)C(c4cccc(OC)c4OC)CC(=O)N3C2)cc1 (stereo unspecified)	8.4	-36.4	83.3*	21.2	-0.7	-2.5	.	0.9	0.7
CNC(=O)COc1coc(CN2CCN(c3ccc(F)cc3)CC2)cc1=O	-2.2	-6.2	31.3	-1.8	-0.3	-2.7	-6.5	-0.8	-4.4
COc1cc(C(=S)N2CCCCC2)ccc1OCC(=O)Nc1ccccc1Cl	-3.2	-0.6	42.1	-4.7	-0.7	-2.3	-4.0	-0.3	-1.2
CCOC(=O)c1c(/N=C/c2cccc(C)c2O)sc2c1CCN(C)C2	-10.4	0.7	-1.0	8.2	-0.9	-0.5	.	-0.4	-1.2
Cc1nc(C)n(CC(O)COc2ccc(C(=O)c3ccccc3)cc2)n1 (stereo unspecified)	-16.4	-19.1	0.2	-3.6	2.7	-6.9	-3.9	5.2	-2.1
CCOc1ccc2nc(NS(=O)(=O)c3ccc(NC(C)=O)cc3)sc2c1	11.2	-6.6	-3.0	1.9	1.0	-1.6	-3.5	1.5	0.1
CSc1ccccc1C(=O)N(C)C(c1ccccc1)c1ccccc1	22.4*	-35.7	15.1	-12.3	-0.2	-1.7	-11.7	-0.1	-0.4
CCN(CC)CC(=O)N1N=C(c2cccs2)CC1c1ccco1 (stereo unspecified)	-3.5	-1.6	11.3	-0.8	1.1	0.1	-3.4	-0.3	-1.0
CSc1nnc(C)c(/C=C/Nc2ccc(F)cc2)n1	-3.7	1.7	16.2	13.3	0.0	-1.4	-2.4	0.1	-2.1
CCCCn1c(SCC(=O)c2ccccc2)nc2c1c(=O)[nH]c(=O)n2C	-3.4	-5.3	-6.8	-9.5	-1.0	-0.8	-4.2	-0.8	-0.6
CCC(C)N(C(=O)COc1ccc(NC(C)=O)cc1)C1CCS(=O)(=O)C1 (stereo unspecified)	-4.5	-4.7	-68.6	4.4	-0.1	-1.5	-7.2	0.3	-2.8

Compound profiles, as listed above. Order of values: GPR7 antagonist, FID counter, PHOSPHO1 block, HCV NS3 hel inh, OXTR agonist, IMP-1 inh, GalR3 antag, V1aR counter, VIM-2 inh
COCC(C)NC(=O)COc1ccc(Cl)cc1Cl (stereo unspecified) reads 2.4, -9.4, 8.2, -0.6, 0.6, -1.9, -3.1, -0.6, 0.6
CCN(CC)CC(=O)N1N=C(c2cccs2)CC1c1ccco1 (stereo unspecified) reads -3.5, -1.6, 11.3, -0.8, 1.1, 0.1, -3.4, -0.3, -1.0

From PubChem
